Pf Dd2 inh = inhibitors of Plasmodium falciparum Dd2 growth. P. falciparum Dd2 growth, SYBR Green, 72 h. Potency, µM (series often up to 28.9 µM), for the others: at the highest dose activity, negative = inhibition, hits mostly inhibitors. 120,000 tested, 4.3% active. AID 1347417; active = well fitted inhibition curve with a large enough effect; inconclusive = small, poorly fitted or top-dose-only effect; inactive = no such curve, though single readings can be large or run the other way;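 also: plate controls were DMSO vehicle for no effect and reference drug for full effect; nearly all actives have a fitted effect of over 65% in size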
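Readout: SYBR Green fluorescence, 485 nm excitation, 535 nm emission, after ~16 h lysis at 37C. Before that, Dd2-infected red cells (2.5% hematocrit) grew 72 h with compound, 29 uM top final concentration.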
Numbers without * were called inactive; i = inactive; u = inconclusive; [ ] = dose if it differs, or a comment. Potency is read from the fitted curve at half-maximal effect. Not all compounds are listed; rates above refer to the full screens.

SMILES	Pf Dd2 inh
COCC(=O)NCCc1noc(-c2ccccc2)n1	-5%
O=C(CCc1nc2ccccc2s1)N1CCC(c2nc(C3CCOCC3)no2)CC1	u
COC[C@H]1CCCN1[C@@H]1[C@H](O)[C@H](CO)O[C@@H]1CN(Cc1ccc(F)cc1)Cc1ccc(F)cc1	4.5µM*
COc1cc(NC(=O)c2cc3n(n2)CC(c2ccc(Cl)cc2)OC3)cc(OC)c1OC (stereo not drawn)	-10%
CC1Oc2ccc(NC(=O)Cc3ccc(F)cc3)cc2CN(Cc2cc(F)cc(F)c2)C1=O (stereo not drawn)	-2%
COc1ccc(C(=O)N2CCC3(CC2)C(OC)CN3c2cccc(F)c2)cn1 (stereo not drawn)	u
CCN(CC)C(=O)Cn1cc(SCC(=O)Nc2cc(OC)ccc2OC)c2ccccc21	u
COc1ccccc1CC(=O)N1CCCc2ncc(C(=O)Nc3nc(C)cs3)cc21	u
CCN(CC)CCNC(=O)CN1C(=O)CSc2ccc(S(=O)(=O)N3CCOCC3)cc21	15%
CCO[C@H]1CN(C(=O)c2cccc(-c3cccc(F)c3)c2)C[C@@H]1O	-4%
Cc1cn2nc(C(=O)N3CCC(NC(=O)Cc4ccsc4)CC3)cc2c(=O)[nH]1	u
COc1ccc(CNC(=O)c2cc3n(n2)CC(c2ccc4c(c2)OCO4)OC3)cc1 (stereo not drawn)	-11%
O=C(N[C@H]1CO[C@H]2[C@@H]1OC[C@@H]2Nc1nccc(-c2cccs2)n1)C1CCCCC1	-15%[44.1 µM]
CC(=O)Nc1ccc(CNC2(Cc3cc(CN4CCN(c5ccccc5)CC4)on3)COC2)cc1	26%
COc1ccc(C2Cn3nnc(-c4noc(-c5ccccc5OC)n4)c3CO2)cc1 (stereo not drawn)	i
CN1CCN(Cc2nc(C3(O)CCN(C(=O)c4ccc(F)cc4)CC3)cs2)CC1	-12%[44.1 µM]
O=C1N[C@H](CC(=O)N2CCC(Cc3ccccc3)CC2)C(=O)Nc2ccccc21	u
CC(=O)c1ccc(N2C(=O)N(Cc3cc(C)ccc3C)c3ccccc3S2(=O)=O)cc1	24%
CCc1nncn1C1CCN(C(=O)c2cc(C)cc(C)c2)CC1	-8%
O=C(NCCc1ccccc1)c1cc2sccc2n1Cc1ccc(F)cc1	i
Cc1noc2c(NCc3ccccc3)cc(-c3cccnc3)nc12	i
CCc1ccc(NC(=O)CN(c2ccc(C)cc2)S(=O)(=O)c2c(C)nn(C)c2C)cc1	-13%
COc1cccc(NC(=O)NC[C@H]2O[C@@H](CO)[C@@H](O)[C@H]2N2CCN(c3ccccc3OC)CC2)c1	-1%
Cc1cccc(CC(C)NC(=O)c2coc(COc3ccc4c(c3)OCO4)n2)n1 (stereo not drawn)	-2%
CN1CCC(N2CCOC[C@H](OCC(=O)N(C)C)C2)CC1	22%[44.1 µM]
N#Cc1cccc(C(=O)N2CCC3(CC2)NC(=O)N(Cc2ccc(F)cc2)C3=O)c1	-1%
COc1ccc(OC)c(NC(=O)CS(=O)(=O)Cc2nc(-c3ccc(C)cc3)oc2C)c1	-16%
CSCCC(NS(=O)(=O)c1ccc2c(c1)oc(=O)n2C)C(=O)N1CCN(c2cc(C)ccc2C)CC1 (stereo not drawn)	-21%
CNC(=O)[C@@H]1C[C@@H](O)CN1C1CCN(C(=O)Cn2c(=O)oc3ccccc32)CC1	-12%
COc1ccc(OC)c(CN2CCC3OCCN(Cc4ccccc4)C(=O)C3C2)c1 (stereo not drawn)	u
COc1ccccc1NC(=O)NCCN1CCN(c2cccc(Cl)c2)CC1	-17%
CCOc1cc(=O)n2c(c1C(=O)NCC1CCCCC1)CCCCC2	63%[activator]
CCn1c(=O)cc(SCC(=O)Nc2ccc(C)c(F)c2)c2ccccc21	15%
Cc1ccc(NC(=O)c2cc3n(n2)CC(c2ccc(Cl)cc2)OC3)cc1 (stereo not drawn)	u
COC[C@@H]1CN(C(=O)c2cc3ccc(OC)cc3[nH]2)C[C@H]1C(N)=O	-19%
Cc1cc(C(=O)N2CCC(N3C(=O)C4(CCCC4)C3c3ccccc3)CC2)nn1C (stereo not drawn)	u
CC(C)c1ccc(C(=O)NCc2ccnc3[nH]ccc23)cc1	-21%[44.1 µM]
COc1ccc(-c2cc3c(=O)n(CCNC(=O)c4ccc(F)cc4)ccn3n2)cc1	i
O=C(NCc1ccc(F)cc1F)c1ccc(N2CC3CC(C2)[C@H]2CCCC(=O)N2C3)nc1 (stereo partly drawn)	u
Cn1cccc1C(=O)C(=O)N1CCC(O)(CN2CCOCC2)C(C)(C)C1 (stereo not drawn)	13%

Ordered by count of non-hydrogen atoms (highest first): 14 of the compounds above.
SMILES	Pf Dd2 inh
CSCCC(NS(=O)(=O)c1ccc2c(c1)oc(=O)n2C)C(=O)N1CCN(c2cc(C)ccc2C)CC1 (stereo not drawn)	-21%
COc1cccc(NC(=O)NC[C@H]2O[C@@H](CO)[C@@H](O)[C@H]2N2CCN(c3ccccc3OC)CC2)c1	-1%
CC1Oc2ccc(NC(=O)Cc3ccc(F)cc3)cc2CN(Cc2cc(F)cc(F)c2)C1=O (stereo not drawn)	-2%
CCN(CC)C(=O)Cn1cc(SCC(=O)Nc2cc(OC)ccc2OC)c2ccccc21	u
CCN(CC)CCNC(=O)CN1C(=O)CSc2ccc(S(=O)(=O)N3CCOCC3)cc21	15%
COc1ccc(C2Cn3nnc(-c4noc(-c5ccccc5OC)n4)c3CO2)cc1 (stereo not drawn)	i
O=C(N[C@H]1CO[C@H]2[C@@H]1OC[C@@H]2Nc1nccc(-c2cccs2)n1)C1CCCCC1	-15%[44.1 µM]
COc1ccc(C(=O)N2CCC3(CC2)C(OC)CN3c2cccc(F)c2)cn1 (stereo not drawn)	u
COc1ccccc1NC(=O)NCCN1CCN(c2cccc(Cl)c2)CC1	-17%
CCn1c(=O)cc(SCC(=O)Nc2ccc(C)c(F)c2)c2ccccc21	15%
Cc1noc2c(NCc3ccccc3)cc(-c3cccnc3)nc12	i
CCc1nncn1C1CCN(C(=O)c2cc(C)cc(C)c2)CC1	-8%
CC(C)c1ccc(C(=O)NCc2ccnc3[nH]ccc23)cc1	-21%[44.1 µM]
COCC(=O)NCCc1noc(-c2ccccc2)n1	-5%

Next section.
SMILES	Pf Dd2 inh
CCC(=O)N1CCc2cc(Br)cc(S(=O)(=O)CCC(=O)NCc3cccc(OC)c3)c21	u
COc1cc(Cl)ccc1-c1ccc(COc2ccc3c(cnn3CCC(=O)O)c2)cc1	u
Cc1ccc(Cn2c(=O)n(Cc3nc(-c4ccccc4)no3)c(=O)c3cc4c(cc32)OCO4)cc1	79%[activator]
COc1ccccc1CNC(=O)C1CCCN(Cc2cccnc2)CCC(=O)NCC1 (stereo not drawn)	-11%
Cc1ccc(-c2nnc(Nc3cccc(C(F)(F)F)c3)c3ccccc23)cc1S(=O)(=O)N1CCOCC1	10µM*
N#Cc1cccc(CN2CC[C@H]3C(=O)NCCCCCCN(Cc4ccncc4)[C@@H]3C2)c1	13µM*
Cc1ccc(NC(=O)N2CCCC(Cn3c(C)nc4cccnc43)C2)cc1F (stereo not drawn)	-29%
CC(=O)N[C@H]1CCN(C(=O)C[C@@H]2[C@H](O)CCC3[C@](C)(CO)[C@H](OC(=O)Nc4cccc(F)c4)CC[C@]32C)C1 (stereo partly drawn)	u
O=C(O)c1cccc(-c2ncccn2)c1	20%[44.1 µM]
COc1ccc(CCNC(=O)C2CC(=O)N(c3n[nH]c4cccc(F)c34)C2)cc1 (stereo not drawn)	-4%
Cc1ccc(NC(=O)N[C@H]2C[C@@](O)(C(=O)N[C@H](Cc3ccccc3)C(N)=O)C[C@@H](O)[C@@H]2O)cc1	-23%
CCOC(=O)c1ccccc1NC(=O)c1sc2nc3n(c(=O)c2c1C)CCCC3	5%
O=C(Nc1ccccc1C(F)(F)F)c1ccc2oc(=O)c(S(=O)(=O)c3ccc(F)cc3)cc2c1	3%
O=C(CCc1ccccc1Cl)N1CCn2nc(Cc3ccccc3)cc2C1	-20%
COCCn1nnnc1C1CC2(CCOCC2)C(=O)N1CCc1ccc(Cl)cc1 (stereo not drawn)	-6%
Cc1nn2c(c1-c1ccccc1-c1ccccc1)N(Cc1ccccc1)CCC2	u
O=C([C@@H]1C[C@H](F)CN1C(=O)c1cccc(F)c1)N1CCCCC1	-20%
COc1ccc(-c2nc(SCC(=O)NC3CCCC3)c(-c3ccc(F)cc3)[nH]2)cc1OC	u
Cc1ccc(NC(=O)CN2C(=O)NC3(CCCCC3)C2=O)cc1Cl	u
O=C(c1ccc2c(c1)N(Cc1ccccc1)C(=O)c1ccccc1S2(=O)=O)N1CCCCCC1	4µM*
COc1ccc(CNc2oc(-c3ccc(COc4ccc(Cl)cc4)o3)nc2C#N)cc1	u
CCc1[nH]c2c(CNC(=O)CC3C(=O)NCCN3C(C)C)cc(C)cc2c1C (stereo not drawn)	-21%
Cc1cccn2c(=O)c(C(=O)NC(C)c3ccccc3)c(O)nc12 (stereo not drawn)	9%
Cn1cc2c3c(cccc31)CN(C(=O)CC(C)(C)C)CC2	13%
Cc1ccc2nc(COc3ccccc3NC(=O)COc3ccccc3Cl)cc(=O)n2c1	26%
CC(CCc1ccccc1)NC(=O)c1ccc(CN2C(=O)NC3(CCOCC3)C2=O)cc1 (stereo not drawn)	-6%
COc1cccc2c1Oc1ncccc1N(C(=O)Nc1cccc(Cl)c1)C2	-22%
Cn1c(=O)c2c(nc(NCCc3ccccc3)n2Cc2ccc(Cl)c(Cl)c2)n(C)c1=O	-28%
COc1ccc(OC)c(CCNc2nc3ccccc3c3nc(-c4cccnc4)nn23)c1	-20%
CCCCCOc1ccc(/C=C/C(=O)Nc2sc(C(C)=O)c(C)c2C(=O)OCC)cc1OC	33%
O=S(=O)(c1ccc(Br)cc1)c1nc(-c2cccs2)oc1SCc1ccccc1F	i
CN1C(=O)c2cccn2CC1CNC(=O)c1cc(-c2ccc(F)cc2)n[nH]1 (stereo not drawn)	-29%
CCOc1ccccc1NC(=O)CN1C(=O)CC(c2ccc(C)c(C)c2)=Nc2ccccc21	-22%
O=C(CSc1ncc(-c2ccccc2)[nH]1)Nc1ccccc1	16%[0.594 µM]
COC(=O)CN1C(C(=O)c2ccccc2)=C(OC(=O)c2ccc(F)cc2)c2ccccc2S1(=O)=O	20%
CN(C)Cc1cn(C[C@H]2C[C@@H](NC(=O)c3ccc4c(c3)OCO4)[C@H](O)[C@@H]2O)nn1	i
O=C(NC1C[C@H]2CC[C@@H](C1)N2S(=O)(=O)c1ccc2c(c1)OCCO2)c1ccc(F)cc1 (stereo partly drawn)	-20%
CS(=O)(=O)N1CCC(CC(=O)Nc2cccc(F)c2)C1 (stereo not drawn)	10%
CCOC(=O)C1CCN(C(c2ccc(F)cc2)c2sc3nc(-c4ccco4)nn3c2O)CC1 (stereo not drawn)	20%
CCN(C)C(=O)CCc1c(C)nn(-c2cccc(C)c2)c1Oc1ccccc1	i
Cc1noc(-c2ccc(-c3noc(-c4cccc(Cl)c4)n3)cc2)n1	u
CCCC1(CO)CCCN(CCc2cnn(C)c2)C1 (stereo not drawn)	-13%
Cc1ccc(C(=O)Nc2c(C)nc3ccccn3c2=O)cc1	17%
O=C1CC(c2ccccc2)N(C(=O)C2CC2)CCCN(C(=O)c2ccco2)CCN1 (stereo not drawn)	14%
CCn1ccc(C(=O)N2CC[C@H]3C(=O)NCCCCCCN(Cc4ccncc4)[C@@H]3C2)n1	-16%
CCCc1nn2c(=O)cc(COc3ccc(/C=C(\C#N)C(=O)Nc4ccccc4)cc3)nc2s1	5%
CCN(CC)c1cc(C)c2cc(NC(=O)/C=C/c3ccccc3OC(C)C)ccc2n1	u
COc1cc(C)sc1C(=O)N1CCC2(CC1)OCCCC2O (stereo not drawn)	-12%
O=C1[C@H]2CN(Cc3ccc(F)cc3)C[C@H]2C(=O)N1Cc1ccc2c(c1)OCO2	-23%
COc1ccc(-n2nc3ccc(NC(=O)c4cc5ccccc5o4)cc3n2)cc1Cl	10%
COc1cccc(Cn2c(=O)n(-c3ccccc3C)c(=O)c3c2c2cc(C)ccc2n3C)c1	i
CN1CCN(S(=O)(=O)c2cc(Br)cc(C(=O)O)c2)CC1	-6%
Cc1cccc(NS(=O)(=O)c2c(C)nc3sccn3c2=O)c1C	i
COC(=O)C1=C(C)N=C2SC=C(CC(=O)NCCCN3CCCC3=O)N2C1c1ccccc1 (stereo not drawn)	-19%
COCC(=O)N1CCc2nc(C)nc(-c3ccc(OC)cc3)c2C1	8%[44.1 µM]
Cc1ccc2nc(C3CCN(c4cc(C5CC(O)C5)ncn4)CC3)[nH]c2c1 (stereo not drawn)	u
CCc1nc2c(c(-c3ccc(O)cc3)n1)CCN(Cc1cccc(OC)c1)CC2	u
COc1cccc(CNC(=O)CN2C(=O)CSc3ccc(S(=O)(=O)N(C)C)cc32)c1	i
Cc1cc(C)cc(-n2c(SCC(=O)N3CCc4ccccc43)nc3c([nH]c4ccccc43)c2=O)c1	34%[activator]
NC(=O)c1cccnc1OC1CCN(Cc2cccnc2)CC1	-6%

Later entries
SMILES	Pf Dd2 inh
COc1ccccc1CC(=O)NCc1cccnc1-n1cnc2ccccc21	-10%
O=C(NC1CC1)[C@@H]1CN(Cc2ccc(F)cc2F)C[C@H]1CO	u
O=C(Nc1nccs1)C1CC(=O)N(c2n[nH]c3cc(Br)ccc23)C1 (stereo not drawn)	-16%
Cc1ccc(-n2nc(C(=O)NCCc3cccc(C)c3)c3c4ccccc4n(C)c3c2=O)cc1	i
CCN1CCN(CCNC(=O)C2N(C(C)C)C(=O)C23CCCCC3)CC1 (stereo not drawn)	12%
O=C(CC[C@@H]1CNC(=O)[C@@H]2C[C@H](NCc3ccc(F)cc3)CN12)NCc1ccc(F)cc1	23%

Screens (PubChem BioAssay)
